IDE exosite FP – exo-site inhibitors of human insulin-degrading enzyme; P14735; purified IDE, FL-6b probe fluorescence polarization; stronger effect = lower value; z-score at 20 µM; 17,000 tested, 6.3% active;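 active = z-score of -3 or lower, meaning strong loss of probe binding signal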;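 also: His-tagged human IDE residues 42-1019 made in E. coli with 30 nM FL-6b probe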
Target sequence (P14735 42-1019 limits assumed): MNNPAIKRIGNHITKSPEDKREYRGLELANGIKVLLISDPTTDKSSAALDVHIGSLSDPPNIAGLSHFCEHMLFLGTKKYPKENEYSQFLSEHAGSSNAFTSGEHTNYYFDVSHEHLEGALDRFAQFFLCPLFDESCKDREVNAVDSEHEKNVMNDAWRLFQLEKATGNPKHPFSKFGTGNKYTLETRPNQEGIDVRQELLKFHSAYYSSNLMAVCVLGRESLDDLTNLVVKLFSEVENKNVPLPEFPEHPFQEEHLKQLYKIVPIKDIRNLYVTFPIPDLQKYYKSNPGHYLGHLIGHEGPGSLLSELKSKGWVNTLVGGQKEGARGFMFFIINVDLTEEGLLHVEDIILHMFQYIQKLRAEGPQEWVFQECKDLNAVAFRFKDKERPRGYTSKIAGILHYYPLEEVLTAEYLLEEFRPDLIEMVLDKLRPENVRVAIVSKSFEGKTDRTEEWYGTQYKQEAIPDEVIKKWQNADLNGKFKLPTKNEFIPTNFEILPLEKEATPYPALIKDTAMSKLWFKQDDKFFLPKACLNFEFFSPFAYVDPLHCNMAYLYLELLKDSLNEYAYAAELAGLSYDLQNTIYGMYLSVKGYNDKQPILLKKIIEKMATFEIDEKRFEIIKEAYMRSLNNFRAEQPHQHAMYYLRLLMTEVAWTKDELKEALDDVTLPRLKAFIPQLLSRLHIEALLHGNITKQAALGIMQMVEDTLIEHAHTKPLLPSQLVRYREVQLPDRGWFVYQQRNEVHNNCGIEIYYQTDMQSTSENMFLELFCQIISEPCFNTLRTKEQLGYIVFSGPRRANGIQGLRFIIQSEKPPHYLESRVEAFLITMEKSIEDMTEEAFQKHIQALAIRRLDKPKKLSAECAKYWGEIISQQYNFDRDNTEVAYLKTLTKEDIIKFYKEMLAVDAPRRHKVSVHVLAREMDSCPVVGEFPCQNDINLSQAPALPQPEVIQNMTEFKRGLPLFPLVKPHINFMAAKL
Active calls of the source: *; & = joins results of further samples. Some of the compounds tested. The share of hits here may be higher or lower than overall.

SMILES	IDE exosite FP
CCc1cnc(N2[C@H](C#N)[C@H](c3ccc(C#CC(C)C)cc3)[C@@H]2CO)s1	-0.51
CN(C)CC#Cc1ccc([C@H]2[C@@H](CO)N3CCCCN(CC4CCOCC4)C[C@H]23)cc1	1.6
Cc1cccc(-c2ccc([C@@H]3[C@H]4CN(C(=O)c5ccncc5)CCCCN4[C@H]3CO)cc2)c1	-17*
C[C@@H]1CCCCO[C@@H](CN(C)Cc2ccc3c(c2)OCO3)[C@H](C)CN([C@@H](C)CO)C(=O)c2cc(NS(=O)(=O)c3cn(C)cn3)ccc2O1	0.8
COc1ccccc1CNC(=O)C[C@@H]1C[C@H]2c3cc(NC(=O)C4CCC4)ccc3O[C@H]2[C@H](CO)O1	-0.57
CCC(=O)N1[C@H](CO)[C@H](c2ccc(C3=CCCCC3)cc2)[C@H]1CNC1CCCC1	3.1
C[C@H](CO)N1C[C@H](C)[C@@H](CN(C)C(=O)Cc2ccccc2)OCCCC[C@H](C)Oc2ccc(NS(C)(=O)=O)cc2C1=O	0.25
Cc1ccccc1-c1ccc2c(c1)O[C@H](CN(C)C(=O)Nc1ccc(C(F)(F)F)cc1)[C@@H](C)CN([C@@H](C)CO)S2(=O)=O	0.15
O=C(C[C@@H]1C[C@@H]2c3cc(NS(=O)(=O)c4ccccc4)ccc3O[C@@H]2[C@H](CO)O1)N1CCOCC1	-0.99
CCC(=O)N(C)C[C@@H]1[C@@H](c2ccccc2)[C@H](CO)N1Cc1cccnc1	0.0078
CC(C)(C)[S@](=O)N1Cc2cc(C(=O)NC3CCC3)nc(-c3cccc(Br)c3)c2[C@@H]1CCO	1.9
O=C(C[C@H]1CC[C@H]2[C@@H](COC[C@H](O)CN2C(=O)Nc2cc(Cl)cc(Cl)c2)O1)N1CCOCC1	0.88
N#C[C@H]1[C@@H](c2ccccc2-c2ccc(F)cc2)[C@H](CO)N1C(=O)Cc1cccnc1	0.29
O=C(CN1CCOCC1)N[C@H]1CC[C@@H](CCn2cc(C3CC3)nn2)O[C@@H]1CO	1.4
Cc1ccc(OC(=O)N(C)C[C@H]2OCc3ccccc3-c3ccccc3C(=O)N([C@H](C)CO)C[C@H]2C)cc1	0.52
COCC(=O)N1CC(=O)N2[C@@H](CO)[C@@H](c3ccc(-c4ccccc4C)cc3)[C@@H]2C1	-13*
CN1[C@@H]2c3ccc(-c4ccccc4F)c(=O)n3C[C@@H]2[C@@H](CO)[C@@H]1C(=O)Nc1nccs1	1.4
CO[C@H]1CN(C)C(=O)c2cc(NC(C)=O)ccc2OC[C@@H](C)N(S(C)(=O)=O)C[C@@H]1C	0.62
CO[C@@H]1CC[C@H]2CCN(C)C(=O)[C@@H](C)N(C)C(=O)c3cccc(C#N)c3OC[C@H]1O2	0.15
O=C(C[C@@H]1CC[C@@H]2[C@H](COC[C@@H](O)CN2C(=O)c2cnccn2)O1)NCc1ccc(Cl)cc1	0.45
O=C(CC1CC1)N1CC[C@H]2[C@H](CO)Nc3ccc(-c4ccc(F)cc4)cc3[C@H]21	2.1
C[C@H]1CN([C@@H](C)CO)C(=O)CCCn2nncc2CO[C@@H]1CN(C)C(=O)Nc1ccc(-c2cccs2)cc1	-0.22
O=C1CN(S(=O)(=O)c2ccccc2)C[C@H]2[C@@H](c3ccc(Br)cc3)[C@@H](CO)N12	-0.54
C/C=C/c1ccc([C@@H]2[C@@H](CO)N3C(=O)CN(C(=O)Nc4ccc(OC)cc4)C[C@@H]23)cc1	-0.086
O=C(C1CCCC1)N1CC2(C1)[C@H](c1ccccc1)[C@H](CO)N2Cc1ccc(Cl)cc1	-0.36
COc1ccc(S(=O)(=O)N2CCCCN3[C@H](CO)[C@@H](c4ccc(C#CC5CC5)cc4)[C@@H]3C2)cc1	2.7
Cn1cnc(S(=O)(=O)N[C@@H]2CC[C@@H](CC(=O)NCC3CCCCC3)O[C@H]2CO)c1	0.53
COc1cccc(CN2C[C@@H]3N[C@H](C2)C3c2ccc(-c3ccncc3)cc2)c1 (stereo not given in full)	1.8&3.4
O=C(C[C@@H]1CC[C@H]2[C@@H](COC[C@H](O)CN2Cc2ccc(F)cc2)O1)NCCc1ccccc1	-0.89
Cc1cccc(-c2ccc([C@@H]3[C@H]4CN(CCC(F)(F)F)CCCCN4[C@H]3CO)cc2)c1	-0.049
N#C[C@@H]1[C@@H](c2ccc(C#CC3CCCC3)cc2)[C@@H](CO)N1S(=O)(=O)c1ccccc1	5.2
O=C(Nc1ccccc1)N1CCCCN2[C@H](CO)[C@H](c3ccc(C#Cc4cccnc4)cc3)[C@H]2C1	-1.1
COCC(=O)N1CCCCN2[C@H](CO)[C@H](c3ccc(C#Cc4ccccc4)cc3)[C@H]2C1	-6.3*
COc1ccc(-c2ccc(C3[C@@H]4CN(S(=O)(=O)c5cn(C)cn5)C[C@H]3N4)cc2)cc1 (stereo not given in full)	2.3
CNC[C@@H]1Oc2cc(C3=CCCC3)ccc2S(=O)(=O)N([C@@H](C)CO)C[C@H]1C	-0.89
CC(=O)N1CCCCN2[C@H](C1)[C@H](c1ccc(-c3ccc(F)cc3)cc1)[C@@H]2CO	2
C=C(C)C[C@H]1CCn2nncc2COCCNC1=O	-1.1
Fc1cccc(-c2ccc(C3[C@@H]4CN(Cc5cccnc5)C[C@H]3N4)cc2)c1 (stereo not given in full)	1.4&-1.2
O=C(Nc1ccccc1)N1CC(=O)N2[C@H](C1)[C@@H](c1ccc(C#CC3CC3)cc1)[C@@H]2CO	1.1
O=C(Nc1cc(F)ccc1F)N1CCCCN2[C@@H](CO)[C@H](c3ccc(-c4cncnc4)cc3)[C@@H]2C1	0.82
COc1ccccc1-c1ccc([C@@H]2[C@H](CO)N3CCCCN(C(=O)NC4CCCC4)C[C@@H]23)cc1	-16*
CCCNC(=O)N(C)C[C@@H]1Oc2cc(C#C[C@H](C)O)ccc2S(=O)(=O)N([C@@H](C)CO)C[C@@H]1C	0.12
C/C=C/c1ccc([C@@H]2[C@H](CO)N3C(=O)CN(S(=O)(=O)c4cccc(F)c4)C[C@@H]23)cc1	2.1
CCCNC(=O)N1CC(=O)N2[C@H](CO)[C@@H](c3ccc(C#Cc4ccccc4)cc3)[C@@H]2C1	-6.9*
N#C[C@H]1[C@@H](c2ccc(C#CC3CC3)cc2)[C@H](CO)N1C(=O)c1cccc(F)c1	2.9
OC[C@H]1[C@@H](c2ccccc2)[C@H](CNCC2CCC2)N1CC1CC1	1.5
O=C(Cc1ccncc1)N1CC(=O)N2[C@H](C1)[C@@H](c1ccc(C3=CCCC3)cc1)[C@@H]2CO	1.9
O=C(C[C@H]1C[C@@H]2c3cc(NC(=O)Nc4ccccc4F)ccc3O[C@@H]2[C@@H](CO)O1)NCc1ccccn1	-0.27
CN1C(=O)c2cc(NC(=O)Cc3cccs3)ccc2OC[C@@H]2O[C@@H](CC(=O)N[C@@H]3CCN(Cc4ccccc4)C3)CC[C@@H]21	-0.68
O=C(Nc1ccccc1)N1CCCCN2[C@H](CO)[C@@H](c3ccc(C#Cc4ccccc4)cc3)[C@@H]2C1	-0.7
Next section
SMILES	IDE exosite FP
CC(C)C#Cc1ccc([C@H]2[C@@H](CO)N3C(=O)CN(C(=O)Cc4cccnc4)C[C@H]23)cc1	4.3
COCC(=O)N(C[C@@H]1N[C@@H](CO)[C@@H]1c1ccc(-c2cccnc2)cc1)C(C)C	2.9
Cc1ccccc1S(=O)(=O)N1CCCCN2[C@H](CO)[C@@H](c3ccc(-c4cccnc4)cc3)[C@@H]2C1	-12*
Cc1ccccc1-c1ccc([C@@H]2[C@H](CO)N3CCCCN(C(=O)NC4CCCC4)C[C@@H]23)cc1	-19*
CCN(C[C@H]1[C@H](c2ccccc2)[C@@H](CO)N1C(=O)C1CC1)C(=O)NC1CCCC1	2.8
O=C(NC[C@H]1[C@@H](c2ccccc2)[C@@H](CO)N1Cc1ccccc1)c1ccccn1	0.85
CCC(=O)N1CCCCN2[C@H](CO)[C@@H](c3ccc(-c4cccc(C(=O)N(C)C)c4)cc3)[C@H]2C1	-0.2
CC(C)CC#Cc1ccc([C@H]2[C@H](CO)N3CCCCN(S(=O)(=O)c4ccc(F)cc4)C[C@@H]23)cc1	1.7
O=C(N[C@H]1CC[C@H](CCn2cc(-c3ccccc3F)nn2)O[C@@H]1CO)c1ccc2c(c1)OCO2	1.8
C/C=C/c1ccc([C@@H]2[C@@H](CO)N3C(=O)CN(C(=O)Cc4cccnc4)C[C@@H]23)cc1	3.2

Continued (6 carried over from the part before).
SMILES	IDE exosite FP
CCN(C[C@H]1[C@H](c2ccccc2)[C@@H](CO)N1C(=O)C1CC1)C(=O)NC1CCCC1	2.8
O=C(NC[C@H]1[C@@H](c2ccccc2)[C@@H](CO)N1Cc1ccccc1)c1ccccn1	0.85
CCC(=O)N1CCCCN2[C@H](CO)[C@@H](c3ccc(-c4cccc(C(=O)N(C)C)c4)cc3)[C@H]2C1	-0.2
CC(C)CC#Cc1ccc([C@H]2[C@H](CO)N3CCCCN(S(=O)(=O)c4ccc(F)cc4)C[C@@H]23)cc1	1.7
O=C(N[C@H]1CC[C@H](CCn2cc(-c3ccccc3F)nn2)O[C@@H]1CO)c1ccc2c(c1)OCO2	1.8
C/C=C/c1ccc([C@@H]2[C@@H](CO)N3C(=O)CN(C(=O)Cc4cccnc4)C[C@@H]23)cc1	3.2
CN1CCCCN2[C@@H](CO)[C@@H](c3ccc(C#Cc4ccccc4F)cc3)[C@@H]2C1	-5*
C[C@H]1CN([C@@H](C)CO)C(=O)c2c(c3ccccc3n2C)-c2ccccc2CO[C@H]1CN(C)Cc1cccc(C(F)(F)F)c1	-1.2
O=C(Cc1ccccc1)N1CC(=O)N2[C@H](CO)[C@@H](c3ccc(-c4ccccc4)cc3)[C@@H]2C1	-2.7
COc1ccc(C#Cc2ccc([C@H]3[C@H]4CN(C(=O)Nc5ccccc5F)CC(=O)N4[C@H]3CO)cc2)cc1	3.6
N#Cc1ccc(-c2ccc([C@@H]3[C@H]4CN(S(=O)(=O)c5ccccc5)CCCCN4[C@H]3CO)cc2)cc1	1.5
O=C(C[C@H]1C[C@H]2c3cc(NS(=O)(=O)c4ccc(F)cc4)ccc3O[C@H]2[C@@H](CO)O1)N1CCc2ccccc2C1	0.9
OC[C@H]1[C@H](c2ccc(C#CC3(O)CCCC3)cc2)[C@@H]2CN(Cc3cccnc3)CCCCN12	-0.38
CCCC#Cc1ccc([C@H]2[C@@H](CO)N3C(=O)CN(S(=O)(=O)Cc4ccccc4)C[C@H]23)cc1	3
O=C(C1CC1)N1CC(=O)N2[C@H](CO)[C@@H](c3ccc(C#CCc4ccccc4)cc3)[C@@H]2C1	0.35
CCN1[C@H](C(=O)NCCOC)[C@@H](CO)[C@@H]2Cn3c(ccc(-c4ccc(C(=O)N(C)C)cc4)c3=O)[C@@H]21	0.45
O=C(CC1CC1)N1CC(=O)N2[C@H](C1)[C@@H](c1ccc(-c3ccccc3)cc1)[C@@H]2CO	-8.9*
O=C(C[C@@H]1CC[C@H]2[C@@H](COC[C@@H](O)CN2S(=O)(=O)c2cccc(Cl)c2)O1)N1CCOCC1	1.5
O=C1CN(S(=O)(=O)c2ccccc2)C[C@@H]2[C@@H](c3ccc(Br)cc3)[C@@H](CO)N12	2.9
COc1ccc(-c2ccc([C@@H]3[C@@H](CO)N(C(=O)NC(C)C)[C@H]3C#N)cc2)cc1	0.16
N#C[C@H]1[C@@H](c2ccc(-c3cccnc3)cc2)[C@@H](CO)N1C(=O)C1CCOCC1	-3*
Cn1cnc(CCNC(=O)C[C@H]2CC[C@@H]3[C@H](COC[C@@H](O)CN3C(=O)Nc3ccc(C(F)(F)F)cc3)O2)c1	0.22
O=C(C1CCOCC1)N1CC(=O)N2[C@H](CO)[C@H](c3ccc(C#CC4CC4)cc3)[C@@H]2C1	0.35
CC(=O)N1CCCCN2[C@H](CO)[C@@H](c3ccc(-c4ccc(F)cc4)cc3)[C@@H]2C1	0.39
COc1ccccc1S(=O)(=O)N(C)C[C@H]1OCc2cn(nn2)CCCC(=O)N([C@@H](C)CO)C[C@@H]1C	-0.61
COCC#Cc1ccc([C@H]2[C@H](CO)N3CCCCN(Cc4ccncc4)C[C@@H]23)cc1	4.7
CC(=O)N(C)C[C@@H]1[C@@H](c2ccc(-c3ccccc3)cc2)[C@H](CO)N1C(=O)C1CC1	1.2
COCC(=O)N1CC2(C1)[C@H](c1ccccc1)[C@H](CO)N2C(=O)NC1CCCC1	1.3
Cc1cccc(-c2ccc([C@@H]3[C@@H](CO)N4CCCCN(Cc5cncnc5)C[C@H]34)cc2)c1	-4.6*
COCC(=O)N1CCCCN2[C@H](CO)[C@@H](c3ccc(C#Cc4ccc(OC)cc4)cc3)[C@H]2C1	1.7
CS(=O)(=O)N1CC2(C1)[C@H](c1ccccc1)[C@@H](CO)N2Cc1ccccc1	-1.3
Cn1cnc(S(=O)(=O)N[C@@H]2CC[C@H](CC(=O)NCC3CCCCC3)O[C@@H]2CO)c1	0.99
CO[C@@H]1CN(C)C(=O)c2ccc(N)cc2OC[C@@H](C)NC[C@H]1C	-0.55
OC[C@@H]1[C@H](c2ccc(C#Cc3ccccc3)cc2)[C@@H]2CN(Cc3cncnc3)CCCCN12	-3.1*
COc1ccc(-c2ccc([C@@H]3[C@H]4CN(Cc5ccccc5)CC(=O)N4[C@H]3CO)cc2)cc1	0.46
Cc1cccc(-c2ccc([C@H]3[C@H](CO)N4C(=O)CN(C(=O)CN5CCOCC5)C[C@@H]34)cc2)c1	-6.3*

3 compounds out of the list above, sorted by their value in IDE exosite FP, largest number first:
SMILES	IDE exosite FP
COc1ccc(C#Cc2ccc([C@H]3[C@H]4CN(C(=O)Nc5ccccc5F)CC(=O)N4[C@H]3CO)cc2)cc1	3.6
O=C(CN1CCOCC1)N[C@H]1CC[C@@H](CCn2cc(C3CC3)nn2)O[C@@H]1CO	1.4
Cc1ccccc1S(=O)(=O)N1CCCCN2[C@H](CO)[C@@H](c3ccc(-c4cccnc4)cc3)[C@@H]2C1	-12*

Compound activity: PubChem, Broad Institute
